Screening results (PubChem)
human PMI inhibition = inhibitors of human PMI, primary screen, biochemical, fluorescence intensity, coupled assay (AID 1209); Mannose-6-phosphate isomerase (Homo sapiens); purified PMI enzyme, coupled fluorescence intensity; higher % means a stronger effect; one-dose inhibition, % at 20 µM; IC50 in µM for titrated hits; hit rate 0.42% among 190,000;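 note: plate controls were DMSO vehicle for no effect and wells lacking substrate for full effect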
M1AAP inhibition = P. falciparum M1AAP inhibitors, biochemical, fluorogenic H-Leu-NHMec substrate, 1536-well (AID 1445). recombinant M1AAP, H-Leu-NHMec fluorogenic kinetic assay; higher % means a stronger effect. one-dose inhibition, % at 30 µM; IC50 in µM for titrated hits. hit rate 0.42% among 220,000;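 active = primary inhibition above the hit cutoff, then over 50% inhibition at one or more dose response concentrations, cut at about 23% in these data, passing the limit was not always enough; inconclusive = conflicting primary data, or primary hits not chosen for dose response; inactive = low primary inhibition, or under 50% at every dose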;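 note: plate controls were DMSO full reaction for no effect and no enzyme background for full effect; strong numbers were not always called active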
T cell HTS = modulators of CD8 T cell-vesicle binding, primary screen, mouse 2C CD8+ T cells, flow cytometry; hit rate 0.068% among 330,000; calls only at 7 µM; 2C CD8+ T cell-vesicle binding; hits give low values;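 active = response, share of CD8 T cells binding vesicles, and their 90th percentile fluorescence all below set limits, cut at about 80% in these data, passing the limit was not always enough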
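Read-out – percent CD8+ FL2 mean versus row control · System – murine 2C transgenic CD8+ T lymphocytes · Times – 1.5 h cell–vesicle binding at 37 °C, then 20 min icy labelling · Control set – naked vesicles low, QL9 vesicles with vehicle high · Detection – cytometric PE anti-B7-1 and Alexa647 anti-CD8 signals after 1% paraformaldehyde fixation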
human PMI inhibitors = human PMI inhibitors, high substrate, primary screen, biochemical, fluorescence intensity, high mannose 6-phosphate (AID 1220); recombinant PMI enzyme, coupled fluorescence intensity; higher % means a stronger effect; one-dose inhibition, % at 20 µM; IC50 in µM for titrated hits; Mannose-6-phosphate isomerase (Homo sapiens); hit rate 0.66% among 190,000
RSV CPE inhibition = RSV antiviral activity via CPE protection, HEp-2 cells, primary 10 µM value included (AID 2391); HEp-2 cells, RSV-induced CPE inhibition; higher % means a stronger effect; one-dose CPE inhibition, % at 10 µM; IC50 in µM for titrated hits; hit rate 0.13% among 310,000; in the data active = a potency from the dose series; inconclusive = CPE inhibition mostly from about 23% at the one dose, without a potency; inactive = the rest, 99 in 100 with CPE inhibition below about 21%; note: strong numbers were not always called active
TNAP activators = human TNAP enzyme activators, primary screen, biochemical, luminescent, no phosphate acceptor, uHTS (AID 1001) | purified TNAP, luminescent activation assay, no phosphate acceptor; higher activation fold means a stronger effect | hit rate 0.03% among 200,000 | activation fold at 20 µM; hits with a dose series show EC50 in µM | Alkaline phosphatase, tissue-nonspecific isozyme (Homo sapiens); in the data active = activation fold from about 3, or a potency from the dose series; inactive = the rest, 99 in 100 with activation fold below about 1.6; note: many of its hits are not listed in these tables
P. falciparum M17LAP = P. falciparum M17LAP inhibitors, primary screen, biochemical, fluorogenic H-Leu-NHMec substrate, 1536-well (AID 1619); Leucine aminopeptidase (Plasmodium falciparum (isolate 3D7)); recombinant M17LAP, H-Leu-NHMec fluorogenic kinetic assay; higher % means a stronger effect; one-dose inhibition, % at 30 µM; IC50 in µM for titrated hits; hit rate 0.38% among 220,000;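 active = compound inhibiting the enzyme by more than half at any dose during confirmatory dose-response retesting; inconclusive = strong single-dose inhibitors picked by rank but not retested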;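 note: plate controls were full reaction with DMSO carrier for no effect and no enzyme background for full effect; strong numbers were not always called active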
K1F lysis inhibition = inhibition of K1F phage lysis, E. coli UTI89, bacterial capsule biogenesis inhibitors, alamar blue (AID 488966); hit rate 0.02% among 340,000; E. coli UTI89 K1F phage lysis, alamar blue, 2 h; higher % means a stronger effect; one-dose inhibition, % at 100 µM; IC50 in µM for titrated hits;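 active = phage lysis inhibition, versus mean bacterial control, above a set limit; inconclusive = no clear call, values can overlap the other calls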;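 note: capsule biogenesis inhibitors block K1F phage lysis so surviving cells raise fluorescence; higher fluorescence means more inhibition of phage lysis; actives were called in the ten point dose series up to 300 µM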
West Nile antiviral = West Nile virus antiviral activity, cell-based, CPE readout (AID 1621); West Nile virus-infected cells, CPE inhibition; higher % means a stronger effect; one-dose CPE inhibition, % at 10 µM; IC50 in µM for titrated hits; hit rate 0.02% among 290,000; in the data active = a potency from the dose series; inconclusive = CPE inhibition mostly from about 3.7% at the one dose, without a potency; inactive = the rest, 99 in 100 with CPE inhibition below about 2.2%; note: strong numbers were not always called active
T cell HTS vesicle-bound % = further read-out of T cell HTS, marked with its call; double positive events, %; measured here: CD8+ vesicle-bound cell fraction;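 binding gate set so that unloaded-vesicle control wells show 10% double positive cells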
* hit, by the source's call; i = inactive; ? = inconclusive; / = not tested or not shown; [ ] = remark or other dose. Cut-off read from the data, not from the text of the source, unless noted: active = inhibition above about 50%; inactive = the rest.

Compound,RSV CPE inhibition,T cell HTS,T cell HTS vesicle-bound %,P. falciparum M17LAP,M1AAP inhibition,human PMI inhibition,TNAP activators,K1F lysis inhibition,human PMI inhibitors,West Nile antiviral
C=CCNC(=S)Nc1cccc2[nH]ncc12,1.6%,i,48,6%,1%,22%,1.1,0.5%,52%*,-0.1%
Cc1ccc(NS(=O)(=O)c2c(C)[nH]c(C)c2C(=O)N2CCCCC2)cc1F,2.4%,i,13,/,/,/,/,-3.7%,/,0.1%
Cc1cc(/C=C(\C#N)c2nnc(N3CCOCC3)n2-c2ccccc2)c(C)n1-c1ccccc1,0.3%,i,40,13%,10%,3%,1,/,-6%,-0.8%
Nc1nc2n(n1)C(c1cccs1)CC(c1ccccc1)N2 (stereo not drawn),0.9%,i,45,-38%,14%,-8%,1.1,1.3%,3%,0.1%
O=C(Nc1ccccc1)N1CCCN(c2ccc(C(F)(F)F)cc2[N+](=O)[O-])CC1,15%,i,20,1%,-1%,/,/,-0.2%,/,-1.5%
COc1cc(NS(=O)(=O)c2ccc(NC(=S)NC(=O)c3ccccc3)cc2)nc(OC)n1,4.3%,i,16,/,/,/,/,-0.2%,/,-0.2%
CC(C)OC(=O)CSc1nnc(-c2cccnc2)n1Cc1ccccc1,1.6%,i,44,10%,7%,8%,1.2,0.3%,9%,0.2%
Cc1cc(NC(=O)CC(F)(F)F)n(-c2ccccc2)n1,0.1%,i,64,4%,15%,-6%,1.1,0.9%,-6%,-0.3%
COc1ccc(C2CC(c3ccc4ccccc4c3)=NN2C(=O)CSc2ncccn2)cc1 (stereo not drawn),?,i,36,0%,1%,6%,1.1,1.5%[50 µM],15%,-1.4%
CCOC(=O)Cn1c(-c2cccnc2Cl)nc2cc(C)c(C)cc21,1.1%,i,11,-11%,2%,-1%,1.1,-0.3%,-5%,-0.2%
Nc1ccc(C(=O)c2ccc3c(c2)OCCO3)cc1N,1.4%,i,26,/,/,/,/,0.4%,/,0.1%
C#CCOCCOCCOCCNc1nc(N2CCN(C(=O)[C@H](Cc3ccc(O)cc3)n3cc([C@@H](N)C(C)CC)nn3)CC2)nc(N2CCN(C(=O)[C@H](Cc3cc4ccccc4[nH]3)n3cc([C@@H](N)Cc4ccc(O)cc4)nn3)CC2)n1 (stereo partly drawn),-1.1%,i,28,3%,-3%,/,/,/,/,/
CCOc1ccc(-c2cnc(N)n2C)cc1,-1.1%,i,28,7%,8%,0%,0.9,-0.1%,7%,-0.2%
CSc1ccc(Cl)c(C(=O)NCC(C)C)c1,2.2%,i,28,8%,12%,0%,1.1,0.8%,-1%,0.3%
CCOc1ccc(C2/C(=C(\O)c3ccc4c(c3)OCCO4)C(=O)C(=O)N2CCN2CCOCC2)cc1OCC (stereo not drawn),0.7%,i,17,/,/,/,/,-0.6%,/,-0.1%
O=C(CSc1nnc(Cc2cc(=O)[nH]c(=O)[nH]2)n1-c1ccc(Cl)cc1)NCC1CCCO1 (stereo not drawn),4.4%,i,56,4%,0%,4%,1.1,0.4%,-1%,2.5%
Cc1cc(C)nc(Sc2ccc3nnnn3n2)n1,-0.4%,i,20,-1%,1%,-8%,1,-0.1%,4%,0.8%
CCOC(=O)N1CCN(C(=O)c2cc3cc(Cl)ccc3[nH]2)CC1,1.1%,i,18,/,/,/,/,0.6%[50 µM],/,-1.3%
CC1(C)CC(=O)C(C(=O)c2ccccc2)C(=O)C1Cl (stereo not drawn),0.1%,i,57,/,/,/,/,-1.0%,/,-0.4%
Nn1c(SCC(=O)Nc2ccc3c(c2)OCCO3)nncc1=O,-0.1%,i,66,/,/,/,/,-0.2%,/,0.1%
CC(=O)Nc1ccc(S(=O)(=O)N2CCN(Cc3ccccn3)CC2)cc1,-0.7%,i,8,6%,13%,12%,1.1,0.9%[50 µM],5%,0.0%
CC1CCCCC1NC(=O)C1CCC(CNS(=O)(=O)c2ccccc2)CC1 (stereo not drawn),-0.6%,i,15,/,/,/,/,0.2%,/,-0.8%
CCOC(=O)N1CCC(NC(=O)c2cccc3c2C(=O)N(CCOC)C3)CC1,1.4%,i,35,10%,7%,0%,1.2,-2.9%,0%,-0.2%
COc1ccc(NC(=O)CCc2nc(-c3ccc(C)cc3)no2)c(OC)c1,1.0%,i,41,2%,-2%,4%,1,0.1%,2%,0.4%
C/C(CC(=O)NCCCN1CCOCC1)=N\NC(=O)COc1cccc2ccccc12,1.0%,i,46,0%,17%,0%,1,-0.1%,7%,-0.5%
CC1(C)CC(=O)C2=C(C1)N(c1ccc(F)cc1)C(=O)C2(NC(=O)c1ccccc1F)C(F)(F)F (stereo not drawn),1.6%,i,44,0%,14%,0%,0.9,1.5%[50 µM],2%,0.1%
CCCCc1ccc(NC(=S)NCc2ccc(OC)cc2)cc1,3.6%,i,60,5%,10%,10%,1.1,-0.1%,7%,-0.9%
COc1cccc(C2=NC(C)(C)NC(c3ccccc3O)C2)c1 (stereo not drawn),15%,i,38,9%,4%,7%,1,-0.6%,9%,-0.2%
O=C(COC(=O)C12CC3CC(CC(C3)C1)C2)Nc1nc2c(F)c(F)c(F)cc2s1,3.3%,i,25,4%,2%,8%,1.1,1.9%,17%,-1.0%
COc1ccc(/C(C)=N/NC(=S)NCc2ccco2)cc1,3.1%,i,43,14%,-1%,9%,1.1,9.8%,16%,-1.2%
CC(C)COc1ccc2[nH]c3c(c2c1)CCCC3=O,-4.6%,i,14,26%,16%,-3%,1.1,0.5%,-6%,0.2%
Cc1ccc(C(=O)NNC(=O)C2CCN(c3nccc(C)n3)CC2)cc1,0.0%,i,26,17%,1%,-1%,1.1,0.3%,-5%,-0.4%
COc1ccc(S(=O)(=O)NCc2ccccc2)cc1,1.2%,i,41,7%,2%,1%,1.1,0.4%,-2%,0.8%
Cc1ccc2c(c1)C(c1ccccc1)N(C(=O)c1ccccc1[N+](=O)[O-])CC(=O)N2 (stereo not drawn),1.9%,i,18,/,/,/,/,1.6%[50 µM],/,-0.1%
Cc1ccc(C2CC(c3ccc(C)cc3)n3nc(N)nc3N2)cc1 (stereo not drawn),1.3%,i,30,-1%,6%,13%,1.1,-0.6%,11%,-0.6%
O=C1CC(C(=O)O)c2ccccc2N1 (stereo not drawn),-0.5%,i,15,-7%,-4%,0%,1.1,0.7%,0%,0.1%
Cc1nnsc1C(=O)N/N=C/c1cccc(C(F)(F)F)c1,?,i,24,1%,-4%,-2%,1,0.0%,3%,-0.2%
COc1cccc(C(C(=O)NC2CCCC2)N(CC2CCCO2)C(=O)Cc2cccs2)c1 (stereo not drawn),-0.7%,i,62,-1%,1%,2%,1.1,-3.2%,-10%,-1.4%
COc1ccc(C(=O)NCC(O)CN2CCOCC2)cc1[N+](=O)[O-] (stereo not drawn),1.3%,i,6,/,/,/,/,0.3%,/,-0.5%
Cc1ccc2oc(-c3ccc(NC(=O)c4ccncc4)cc3O)nc2c1,1.9%,i,58,6%,3%,7%,1.2,0.3%,7%,0.3%
Cc1ccccc1-c1nc(CN2CCC(C(=O)NCCCN3CCOCC3)CC2)c(C)o1,-1.8%,i,58,-4%,-4%,9%,1.2,6.3%,8%,0.3%
O=C(COc1ccc(-n2ccnc2)cc1)Nc1cccc(Cl)c1,-0.7%,i,24,-5%,-2%,-4%,1.2,0.7%,-6%,-0.3%
CCOc1ccc(C(=O)NCc2ccco2)cc1,-0.8%,i,16,-4%,1%,1%,1,4.0%,4%,-0.4%
CCN1CCN(CC(=O)NC2CCCCC2)C(=O)C1=O,2.0%,i,51,-11%,-1%,-13%,1,-0.3%,-14%,0.0%
CCOC(=O)C1=C(N)n2c(s/c(=C\c3ccco3)c2=O)=C(C(=O)OC(C)C)C1c1ccco1 (stereo not drawn),5.0%,i,40,10%,12%,-10%,0.9,6.2%,-20%,-0.5%
CC(=O)c1cc(C#N)c(SCc2ccccc2)nc1C,4.4%,i,23,8%,7%,-1%,1.1,0.4%,0%,-0.1%
O=C(CN1CCN(S(=O)(=O)N2CCCCCC2)CC1)Nc1cc(Cl)ccc1Cl,3.4%,i,27,/,/,/,/,1.1%,/,0.4%
COc1ccc(CNS(=O)(=O)c2ccc(-n3cnnn3)c(OC)c2)cc1,1.6%,i,40,/,/,/,/,-0.2%,/,-0.6%
COc1ccccc1NC(=O)c1cc(Br)ccc1Cl,2.2%,i,35,-8%,-1%,-11%,1.1,0.4%,-8%,-0.3%
Cc1ccc(NC(=O)c2cccc(S(=O)(=O)N(C)c3ccccc3)c2)cc1S(=O)(=O)N1CCOCC1,?,i,46,0%,3%,17%,1.1,0.2%[50 µM],5%,-1.4%
NS(=O)(=O)c1ccc(Sc2ccc3ccccc3c2)nc1,5.8%,i,16,/,/,/,/,-0.1%,/,0.1%
CCn1cc(SCC(=O)N2CCOCC2)c2ccccc21,2.5%,i,30,7%,4%,8%,1,3.0%,4%,0.0%
COc1ccc(-c2csc(N(CCCN(C)C)C(=O)c3ccccc3C)n2)cc1,-0.5%,i,38,/,/,/,/,0.6%,/,?
CC(Oc1ccccc1)C(=O)Nc1nnc(S(=O)(=O)N(C)c2ccccc2)s1 (stereo not drawn),6.0%,i,52,/,/,/,/,-0.1%,/,0.9%
Cc1cc(NC(=O)C2CCCN(S(=O)(=O)c3c(C)noc3C)C2)n[nH]1 (stereo not drawn),1.5%,i,37,-14%,0%,-4%,1.1,-0.6%,-2%,0.0%
O=C(CC1Sc2ccccc2NC1=O)NCc1ccccc1 (stereo not drawn),1.2%,i,31,-3%,9%,/,/,0.2%,/,0.0%
Clc1ccc(SCCCCn2cncn2)cc1,1.6%,i,41,-2%,-11%,8%,1.1,1.5%,2%,0.1%
